# Assay outcomes as filed in PubChem.
# APOBEC3A inh: blocks human APOBEC3A ssDNA deamination; actives 0.41% (n = 330,000); inhibition, % at 20 µM; P31941; AID 493011; recombinant A3A, FAM/TAMRA ssDNA deamination fluorescence;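 active means at least 40% inhibition at 20 µM here, with at most 30% in a related deaminase screen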;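 further: plate controls were A3A with DMSO for no effect and wells lacking A3A enzyme for full effect; some results filed as inactive read as strong as hits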
# mIAP block: mouse IAP inhibition | AID 2806 | inhibition, % at 10 µM | actives 0.2% (n = 330,000) | purified mouse IAP, CDP-Star luminescence, 30 min;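 active means inhibition of at least 40% at 10 µM in the primary screen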;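 further: plate controls were DMSO with enzyme for no effect and no enzyme wells for full effect; values of inactives mirror those of a sister screen read the other way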
# HKDC1 inhibitor: HKDC1 (human) hexokinase inhibition; Q2TB90; recombinant HKDC1, G6PDH/diaphorase resazurin coupled fluorescence; inhibition, % at 20 µM; actives 0.16% (n = 340,000); AID 493160;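 active means inhibition above about 35% when tested at 20 µM, limit read from the data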;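 further: plate controls were DMSO wells with enzyme for no effect and DMSO wells lacking enzyme for full effect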
#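 Test system: Recombinant HKDC1 (HK5) hexokinase enzyme, produced in-house | Input: HKDC1 at 5 µg/mL | Buffer or medium: Tris pH 8.0 buffer with MgCl2, Tween-20, BSA, BME | Schedule: 90 min reaction incubation at room temperature, dark | Technique: Resazurin-to-resorufin fluorescence via G6PDH and diaphorase coupling, 525/613 nm | Controls: DMSO wells with and without enzyme mix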
# PfGluPho inh: PfG6PD (Plasmodium falciparum) enzyme inhibition; PfGluPho enzyme, NADPH resazurin-diaphorase fluorescence; inhibition, % at 20 µM; actives 0.78% (n = 350,000);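 active means inhibition reaching at least a set limit at 20 µM in the primary screen, cut at about 59% in these data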;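 further: 0% = DMSO wells with substrate and 100% = DMSO wells lacking glucose-6-phosphate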
# ATG4B inhibitor: blocks human ATG4B protease cleavage of LC3 substrate; Q9Y4P1; ATG4B cleavage of LC3-PLA2, NBD-HPC fluorescence, 1 h; inhibition, % at 8.33 µM; actives 0.51% (n = 340,000); in the data active means inhibition above about 40%
# Target sequence (Q9Y4P1 whole entry, looked up): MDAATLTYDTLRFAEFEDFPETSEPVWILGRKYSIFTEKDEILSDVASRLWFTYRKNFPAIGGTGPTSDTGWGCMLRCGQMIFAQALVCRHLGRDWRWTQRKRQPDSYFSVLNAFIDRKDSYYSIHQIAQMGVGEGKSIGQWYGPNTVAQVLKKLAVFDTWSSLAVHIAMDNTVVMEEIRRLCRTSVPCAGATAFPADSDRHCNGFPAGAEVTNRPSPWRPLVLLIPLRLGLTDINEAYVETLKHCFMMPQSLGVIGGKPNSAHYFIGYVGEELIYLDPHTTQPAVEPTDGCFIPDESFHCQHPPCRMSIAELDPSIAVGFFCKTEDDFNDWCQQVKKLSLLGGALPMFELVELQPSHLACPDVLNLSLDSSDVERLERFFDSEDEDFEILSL
# mIAP act: mouse IAP activation; muIAP, CDP-Star luminescence, 30 min; hits give high values; 1 = vehicle-only enzyme signal, 0 = enzyme-free wells; activation factor at 10 µM; AID 2805; actives 0.24% (n = 330,000);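 active means activation factor of at least 2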; further: the source names both 10 and 20 µM as test concentration; values of inactives mirror those of a sister screen read the other way
#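 Assay system: mouse IAP enzyme; Reagent: CDP-Star chemiluminescent phosphatase substrate; Compound: DMSO-dissolved test compounds; Incubation: 30 min, room temperature; Technique: luminescence from enzymatic CDP-Star hydrolysis; Controls: DMSO-only wells and no-enzyme negative control.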
# hIAP activ: human IAP activation. actives 0.16% (n = 330,000). purified human IAP, CDP-Star luminescence, 30 min; hits give high values; 1 = vehicle-only enzyme, 0 = enzyme-free background. activation factor at 10 µM;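 active means activation factor of the enzyme at least 2-fold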; further: the source names both 10 and 20 µM as test concentration; values of inactives mirror those of a sister screen read the other way
# Target sequence (P09923 whole entry, looked up): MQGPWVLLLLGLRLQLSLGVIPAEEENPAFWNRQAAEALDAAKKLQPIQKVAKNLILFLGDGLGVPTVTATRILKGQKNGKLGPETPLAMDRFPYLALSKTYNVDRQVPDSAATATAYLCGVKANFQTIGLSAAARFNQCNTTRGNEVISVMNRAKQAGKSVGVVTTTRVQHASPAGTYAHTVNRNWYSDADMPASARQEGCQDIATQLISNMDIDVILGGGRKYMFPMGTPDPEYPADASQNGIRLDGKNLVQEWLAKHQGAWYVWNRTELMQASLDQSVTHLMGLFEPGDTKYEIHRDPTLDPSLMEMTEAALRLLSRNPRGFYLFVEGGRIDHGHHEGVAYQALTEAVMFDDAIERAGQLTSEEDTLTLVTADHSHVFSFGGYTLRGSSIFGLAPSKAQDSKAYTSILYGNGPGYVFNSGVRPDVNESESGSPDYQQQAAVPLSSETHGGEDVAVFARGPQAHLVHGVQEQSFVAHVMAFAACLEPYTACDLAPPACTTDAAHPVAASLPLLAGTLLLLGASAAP
# hIAP inh: human IAP inhibition; purified IAP, CDP-Star luminescence, 30 min; inhibition, % at 10 µM; actives 0.12% (n = 330,000);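 active means inhibition reaching a set limit with compound at 10 µM in the primary screen, cut at about 35% in these data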;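 further: plate controls were DMSO wells with enzyme for no effect and no-enzyme buffer wells for full effect; values of inactives mirror those of a sister screen read the other way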
# Starred values were filed as active, the others as inactive; nt = not tested or not shown.
PfGluPho inh	mIAP act	APOBEC3A inh	mIAP block	HKDC1 inhibitor	ATG4B inhibitor	hIAP activ	hIAP inh	SMILES
-8	1	-3	-3	-1	3	1.3	-33	Cc1ccc(C(=O)NC(=S)Nc2ccc(NC(=O)c3cccc(Cl)c3)cc2)cc1
6	1.1	0	-7	-2	-6	1.1	-10	CCOc1ccccc1-c1nc(-c2ccc(NC(=O)Cc3ccc(OC)cc3)cc2)no1
0	0.91	-4	9	-3	1	0.85	15	COc1ccc(OCc2cc(C(=O)N3CCC(c4ccccc4)CC3)no2)c(Cl)c1
5	0.98	-2	2	1	-19	1	-2	CC(C)(C)NC(=O)C(c1ccncc1)N(Cc1cccs1)C(=O)Cn1nnc(-c2ccc(F)cc2)n1 (stereo not given)
-29	1.2	1	-16	3	-2	0.94	6	CCN(CC)C(=S)Nc1c(C)n(C)n(-c2ccccc2)c1=O
-4	0.86	3	14	5	12	1	0	CCc1nnc(NC(=O)CSc2nnc(-c3cccnc3)n2CC)s1
-1	0.95	-4	4	-2	1	1	0	Cc1ccc(CCNS(=O)(=O)c2cc(Br)cnc2N)cc1
-8	1	-4	-2	10	-13	1.3	-32	COc1ccccc1N(CC(=O)N1CCCCCC1)S(C)(=O)=O
-4	1	1	-1	-2	-6	0.88	12	O=C(Nc1ccccc1)Nc1ccccc1C(=O)NCc1ccco1
-7	1.1	1	-11	-6	2	0.98	2	Cc1cc(NC(=O)c2ccccc2F)cc(C)c1OCC(=O)N1CCOCC1
-4	0.94	1	6	-12	3	0.98	2	O=C(O)C1C2CCC(O2)C1C(=O)NCc1ccc(Cl)cc1 (stereo not given)
-1	1	-1	-1	7	-9	0.98	2	Cc1cc(C)nc(SCc2nnc(SCc3ccc([N+](=O)[O-])cc3)n2Cc2ccco2)n1
-8	0.97	-2	3	-1	13	1.1	-14	COc1ccc(CCC(=O)N2CCCc3ccccc32)cc1
-10	0.93	-1	7	-8	4	1	-3	Cc1ccccc1NC(=O)Cn1cnc2c(oc3nc4c(cc32)COC(C)(C)C4)c1=O
-3	0.94	3	6	-2	1	0.93	7	N#CCc1nn(-c2ccc(F)cc2)c(N)c1C#N
26	0.97	-3	3	-1	-8	0.96	4	OCCn1c(CSc2nnc(-c3ccco3)n2-c2ccccc2)nc2ccc(Cl)cc21
-3	1.1	-2	-11	3	1	0.94	6	C=CCC(C#Cc1ccc(C)cc1)N(CC)CC (stereo not given)
-11	1	-6	-2	2	-1	0.87	13	Fc1ccc(-c2nc3c(-c4ccccc4)cnn3cc2CCN2CCOCC2)cc1
-11	0.92	-1	8	5	-12	0.94	6	O=C(COc1ccc2c(c1)oc(=O)c1ccccc12)N[C@@H](Cc1ccccc1)C(=O)O
48	0.97	3	3	4	12	0.9	10	CCc1nc(Nc2ccccc2)c2oc3ccccc3c2n1
-3	0.95	3	5	-11	8	1.3	-34	CCOc1ccccc1OCC(=O)Nc1nc2ccccc2[nH]1
6	0.98	13	2	2	2	0.88	12	Cc1c(S(=O)(=O)N(C)C2CCCCC2)c(=O)n(C)c(=O)n1C
13	0.95	-3	5	-3	-3	1.9	-86	COc1ccc(Nc2nc(N)c([N+](=O)[O-])c(NCCO)n2)cc1
-5	0.88	1	12	-2	4	0.88	12	C=CCOC(=O)c1sc(NC(=O)c2ccc(OC)cc2)nc1C
-11	1	6	-2	1	9	0.86	14	Cc1ccc(C2(c3ccc(C)cc3)CC2C(=O)NC(C)C)cc1 (stereo not given)
-6	0.94	-1	6	-2	5	0.98	2	Cc1ccc(/C=C2\CCOC2=O)cc1
-4	0.97	-1	3	0	2	1.1	-13	Cc1cccc(NC(=O)/C(C#N)=C/c2cn(CC(=O)NCc3ccco3)c3ccccc23)c1C
-5	0.87	-8	13	6	6	0.77	23	CC(=O)N1CCN(c2cc(N3CCCC3)c(F)cc2[N+](=O)[O-])CC1
-3	1.1	-6	-12	-4	-6	1.2	-24	O=C1c2ccccc2C(Nc2ccccc2F)N1c1cccnc1 (stereo not given)
-11	1.1	-8	-8	6	2	1.2	-18	CCOc1ccccc1N1CCN(C(=O)NCc2ccc(C)cc2)CC1
8	0.99	3	1	1	2	1.1	-7	COc1ccc(CCNC(=O)C2CCN(S(=O)(=O)c3ccc(OC)c(OC)c3)CC2)cc1
-4	1.1	-4	-10	0	-9	0.98	2	Cc1ccc(C)c(OCCC(=O)NCCc2ccc(S(N)(=O)=O)cc2)c1
-3	0.96	1	4	-4	-1	0.84	16	O=C1c2ccccc2C(=O)N1c1n[nH]c(CCc2ccccc2)n1
nt	0.99	3	1	nt	nt	0.89	11	COc1ccc(-c2csc(NC(=O)/C(N=Nc3ccccc3)=C(\C)O)n2)cc1
14	0.91	-2	9	-3	0	0.96	4	O=C(CN1C(=O)NC2(CCc3ccccc32)C1=O)c1ccc(Cl)cc1 (stereo not given)
-20	1	1	-5	-6	-1	0.91	9	Cn1nc([N+](=O)[O-])nc1N1CCOCC1
27	1	-1	0	-3	4	0.85	15	COc1ccc(S(=O)(=O)N2CCOCC2)cc1NC(=O)CCNC(=O)c1ccc(Br)cc1
16	0.94	1	6	-15	20	0.97	3	NC(N)=N/N=C/c1ccc(OCc2ccc(Cl)cc2)cc1
-8	1.1	2	-14	7	-25	1.1	-6	COc1cc(-c2nc3ccccc3s2)ccc1O
-1	1.1	0	-9	-5	-6	0.92	8	O=C(NCC1(c2ccccc2)CCCC1)c1ccccc1Br
2	1	3	-2	-7	4	1.1	-9	Cc1ccc(S(=O)(=O)Nc2ccccc2F)cc1C(=O)N1CCCC1
-4	0.99	0	1	-8	-3	0.99	1	COc1ccc(-c2cc(C(F)(F)F)nc(SCC(=O)NCCCN3CCOCC3)n2)cc1
-13	1	-2	-2	-1	-4	1.2	-20	Nc1c(Cl)cc(-c2cn(CCC(=O)O)c(-c3ccc(Cl)nc3)n2)cc1Cl
3	0.95	0	5	4	-4	0.99	1	Cc1nn(C)c(C)c1S(=O)(=O)N1CCC(C(=O)NCCC2=CCCCC2)CC1
-10	1	17	-4	-1	4	1	-2	Cc1ccc(S(=O)(=O)N2CCN(C(=O)COC(=O)CNC(=O)c3ccc(Cl)cc3Cl)CC2)cc1
17	0.94	-2	6	-2	-9	0.96	4	Cc1ccc(NS(=O)(=O)Cc2ccccc2)nc1
1	0.98	-2	2	-13	5	0.98	2	COCCCNCCCCOc1cccc(Br)c1
7	1	-1	-2	-5	-9	1	-4	CC(C)CCN1CCN(Cc2cc3ccccc3[nH]2)CC1CCO (stereo not given)
16	0.96	-4	4	3	-7	0.75	25	CCCOc1c(Br)cc(C2C3=C(CCCC3=O)N(C)C3=C2C(=O)CCC3)cc1OC
4	0.99	-1	1	-1	-11	0.96	4	CC(=O)Nc1cc2c(=O)n(Cc3ccccc3)c(C)nc2cc1N1CCOCC1

# (further entries)
PfGluPho inh	mIAP act	APOBEC3A inh	mIAP block	HKDC1 inhibitor	ATG4B inhibitor	hIAP activ	hIAP inh	SMILES
-12	0.93	4	7	-3	0	1	0	CC1CCc2c(sc(NC(=O)CSc3ncnc4c3cnn4-c3ccccc3Cl)c2C#N)C1 (stereo not given)
-7	0.88	-6	12	-7	-9	0.84	16	CC1c2nc3ccccc3n2C(CC(=O)NCCCN2CCOCC2)C(=O)N1Cc1ccccc1 (stereo not given)
-2	1	-4	0	1	-2	1.3	-31	CCCc1ccc2oc(C(=O)N3CCC(O)CC3)c(C)c2c1
19	0.93	-3	7	-2	-6	1	0	O=[N+]([O-])c1ccccc1/C=C\C=N\N1CCN(c2ccccc2)CC1
6	0.95	-7	5	-3	-8	0.96	4	O=C(Nc1ccc(F)cc1)C(Sc1nc2ccccc2[nH]1)c1ccccc1 (stereo not given)
-14	1.1	1	-8	-3	-10	0.97	3	O=C(Cn1c(=O)sc2ccccc21)Nc1ccc(S(=O)(=O)N2CCCC2)cc1
6	1	-1	-5	-4	-17	1.1	-11	COCCNC(=O)CN(c1ccc(C)cc1)S(=O)(=O)c1ccc(SC)cc1
-11	1.1	-1	-5	3	1	1.1	-11	O=C1c2ccccc2C2(c3ccc(F)cc3)NCCN12 (stereo not given)
-7	0.98	-1	2	0	-3	1	-3	O=C(Cn1c(=O)n(CC2CCCO2)c(=O)c2ccccc21)c1ccc(Cl)c(Cl)c1 (stereo not given)
-5	1	9	-1	4	6	0.81	19	O=[N+]([O-])c1ccc(/C=N/Nc2ncc(-c3ccccc3)cn2)cc1
-10	1.1	-1	-10	-3	7	1	-5	Cc1c(Cl)c([N+](=O)[O-])nn1CC(=O)NCCCN1CCOCC1
3	1.1	-1	-10	-2	-4	1.2	-19	C#CCNC(=O)C1CCN(c2cc(C)nc(-c3ccccc3)n2)CC1
5	0.92	-7	8	-8	-12	1	-4	O=C(c1ccc2c(=O)n3c(nc2c1)CCCCC3)N1CCN(c2ccc(F)cc2)CC1
-10	1	1	-4	-8	-15	1.1	-6	COc1ccc(CNC(=O)Cn2c(=O)oc3ccccc32)cc1OC
-9	0.93	0	7	1	10	1.1	-10	CC1(C)CC(=O)C(C=NCC2CCN(C(=O)Cc3ccccc3)CC2)=C(O)C1
2	0.86	1	14	8	-6	0.72	28	COc1cccc2cc(C(=O)CS(=O)(=O)c3ccc(Cl)cc3)c(=O)oc12
11	1	1	0	-3	8	1	-3	COC(=O)C1=C(C(=O)OC)[C@@H]2Nc3ccccc3[C@@]23C[C@@H](C(=O)OC)N(C(=O)COCc2ccccc2)C3=N1
-5	0.9	1	10	-1	-4	0.98	2	N#CC1=C(N)OC2=C(C(=O)CC(c3ccccc3)C2)C1c1cccnc1 (stereo not given)
1	1	-3	-3	-3	-14	1	-3	Cc1onc(-c2c(F)cccc2Cl)c1C(=O)OCC(=O)Nc1c(C)n(C)n(-c2ccccc2)c1=O
6	0.93	-3	7	-12	-1	1.1	-5	COC(=O)Cc1cc(OC)c(OC)cc1Cc1cc(OC)c(OC)cc1CC(=O)OC
10	0.88	-3	12	-7	-10	0.93	7	Fc1cccc(Cl)c1Cc1noc(/C=C/c2ccccc2)n1
-3	1	3	-4	-5	-54	1	-5	CCCn1c(N)c(C(=O)CSc2nnc(C3CC3)n2Cc2ccccc2)c(=O)n(C)c1=O
-6	1.1	3	-6	-3	5	0.88	12	CNS(=O)(=O)c1cccc(C(=O)NC2CCCc3ccccc32)c1 (stereo not given)
5	0.98	-1	2	-9	-5	0.9	10	CC(=O)c1ccc(OCC(=O)NC2CCCN(Cc3ccccc3F)C2)cc1 (stereo not given)
12	0.96	3	4	2	6	1	-4	CCOC(=O)/C(=N\Nc1cc(C(F)(F)F)ccc1Cl)N(CC)CC
-1	1.5	-2	-52	-5	-6	1	-4	CC(NC(=S)Nc1ccc(S(N)(=O)=O)cc1)c1ccc2c(c1)OCO2 (stereo not given)
13	0.93	-5	7	12	1	0.69	32	O=C(CN1C(=O)C(=O)c2ccccc21)c1ccc(Cl)cc1

# Entries of single compounds, quoted from the list. Order of screens: PfGluPho inh | mIAP act | APOBEC3A inh | mIAP block | HKDC1 inhibitor | ATG4B inhibitor | hIAP activ | hIAP inh
# `Cc1c(Cl)c([N+](=O)[O-])nn1CC(=O)NCCCN1CCOCC1` across the screens: -10 | 1.1 | -1 | -10 | -3 | 7 | 1 | -5
# `CC(NC(=S)Nc1ccc(S(N)(=O)=O)cc1)c1ccc2c(c1)OCO2` (stereo not given) across the screens: -1 | 1.5 | -2 | -52 | -5 | -6 | 1 | -4
# `COCCNC(=O)CN(c1ccc(C)cc1)S(=O)(=O)c1ccc(SC)cc1` across the screens: 6 | 1 | -1 | -5 | -4 | -17 | 1.1 | -11
# `CC1CCc2c(sc(NC(=O)CSc3ncnc4c3cnn4-c3ccccc3Cl)c2C#N)C1` (stereo not given) across the screens: -12 | 0.93 | 4 | 7 | -3 | 0 | 1 | 0
